# DENV2 CPE = inhibitors of DENV2 cytopathic effect; CPE inhibition, % at 9.99 µM; 350,000 tested, 1.7% active; AID 651640; DENV2-infected cells, cytopathic effect rescue, plate reader; in the data active = CPE inhibition above about 20%, passing the limit was not always enough; inconclusive = no clear call, values can overlap the other calls; tested in BHK-21 cells;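 note: 0% = median of neutral control wells and 100% = median of positive control wells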
# E-selectin induc = induces E-selectin expression in human endothelial cells; P16581; HUVEC E-selectin immunofluorescence imaging; normalized: neutral wells 0, TNF-alpha wells 100; activation, % at 7.58 µM; 260,000 tested, 0.37% active; AID 686992;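 active = mean E-selectin-positive cell signal at least 10% of the positive control, reached in at least 60% of replicates, without over 20% cell loss; inconclusive = no rule given, readout overlaps actives, possibly toxicity-flagged; inactive = the rest, including those meeting only one limit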;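 note: in these data hits start at about 27%; measured in HUVEC primary endothelial cells; signal is the percent of cells scored E-selectin positive by PE staining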
#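 Assay system: HUVEC, human umbilical vein endothelial cells / Amount: 3,000 HUVEC/well / Controls: TNF-alpha positive control, DMSO neutral control / Compound dosing: single concentration / Medium: EGM-2 over gelatin coat / Evaluation: percent E-selectin-positive cells / Signal: immunofluorescence imaging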
# S100A4 MyoIIA = S100A4-myosin IIA interaction inhibition. P26447. S100A4/TAMRA-MyoIIA peptide fluorescence polarization. inhibition, % at 10.7 µM. 360,000 tested, 0.14% active;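 active = mean inhibition of at least 70% across replicates, with every replicate also reaching that level; inconclusive = mean inhibition reaches 70% but some replicates fall short; inactive = mean inhibition below 70%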
# Target sequence (P26447 whole entry, looked up): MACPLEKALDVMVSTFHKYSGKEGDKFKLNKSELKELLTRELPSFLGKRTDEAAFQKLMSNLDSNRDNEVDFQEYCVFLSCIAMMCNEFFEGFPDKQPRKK
#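 Compound dosing: one dose per compound; test system: human S100A4 monomer with TAMRA-labelled myosin IIA peptide; probe or stimulus: TAMRA-labelled myosin IIA heavy-chain peptide probe, 5 nM; medium: HEPES buffer with Ca2+, pH 7.2; schedule: 5 min incubation before reading; benchmarks: neutral control DMSO, positive control TFP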
# SIRT5 inh = blocks human SIRT5 desuccinylation of peptide | inhibition, % at 15 µM | Q9NXA8 | Purified SirT5, succinyl-peptide AMC, trypsin-coupled fluorescence | 330,000 tested, 1.1% active; in the data active = inhibition above about 15%; inconclusive = no clear call, values can overlap the other calls
# Target sequence (Q9NXA8 whole entry, looked up): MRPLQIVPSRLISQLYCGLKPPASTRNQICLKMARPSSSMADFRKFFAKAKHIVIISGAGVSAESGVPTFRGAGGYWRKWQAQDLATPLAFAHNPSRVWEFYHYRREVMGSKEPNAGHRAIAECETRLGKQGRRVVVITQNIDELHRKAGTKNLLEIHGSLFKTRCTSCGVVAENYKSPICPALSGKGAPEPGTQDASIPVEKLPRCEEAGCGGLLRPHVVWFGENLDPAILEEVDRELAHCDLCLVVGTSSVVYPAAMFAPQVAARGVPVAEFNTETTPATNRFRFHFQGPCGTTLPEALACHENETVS
# Statin myotox sup = protects C2C12 myotubes from simvastatin toxicity | rescue of ATP level, % at 7.49 µM | ATP luminescence, 48 h; scaled: DMSO 0, geranylgeraniol control 100 | 330,000 tested, 0.78% active | AID 602340;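 active = mean ATP rescue above about 67%, or every replicate alone reaching that limit, limit read from the data, passing the limit was not always enough; inconclusive = no clear call, values can overlap the other calls; inactive = mean under the limit and some replicate under it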;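 note: myotubes were challenged with 10 µM simvastatin during compound exposure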
# PglD inh = inhibitors of Campylobacter jejuni PglD acetyltransferase; AID 602405; purified PglD enzyme, DTNB colorimetric CoA detection; 360,000 tested, 0.098% active; inhibition, % at 12.5 µM; in the data active = inhibition above about 16%, passing the limit was not always enough; inconclusive = no clear call, values can overlap the other calls; note: strong numbers were not always called active
# ERp5 block = ERp5 (human) disulfide isomerase inhibition | Q15084 | ERp5 insulin aggregation, absorbance 650 nm, 90 min | inhibition, % at 9.99 µM | 350,000 tested, 0.05% active;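 active = mean replicate inhibition above about 25%, with every replicate also reaching it, limit read from the data, passing the limit was not always enough; inconclusive = only one of those two criteria met; inactive = neither criterion met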
# Target sequence (Q15084 whole entry, looked up): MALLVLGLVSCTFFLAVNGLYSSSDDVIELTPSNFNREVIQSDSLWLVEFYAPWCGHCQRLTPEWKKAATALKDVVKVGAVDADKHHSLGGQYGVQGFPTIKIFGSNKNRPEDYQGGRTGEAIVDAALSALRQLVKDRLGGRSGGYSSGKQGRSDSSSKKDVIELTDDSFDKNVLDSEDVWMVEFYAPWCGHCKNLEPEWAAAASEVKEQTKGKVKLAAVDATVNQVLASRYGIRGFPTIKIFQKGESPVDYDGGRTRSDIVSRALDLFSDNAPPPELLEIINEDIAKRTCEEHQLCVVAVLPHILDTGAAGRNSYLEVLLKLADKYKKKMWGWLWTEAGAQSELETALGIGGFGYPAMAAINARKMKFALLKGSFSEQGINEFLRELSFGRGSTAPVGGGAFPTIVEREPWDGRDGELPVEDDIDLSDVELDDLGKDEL
# * = called active by the depositor; ? = inconclusive; / = not tested or not shown.
SMILES,DENV2 CPE,E-selectin induc,S100A4 MyoIIA,SIRT5 inh,Statin myotox sup,PglD inh,ERp5 block
CCC(=O)Nc1nnc(SCC(=O)Nc2cccc(Cl)c2)s1,7,-0.3,0,-14,12,-1,-11
CC1CCN(C(=O)c2ccccc2NC(=O)Cc2ccccc2)CC1,?,-1.0,3,-5,/,1,2
Cc1nc2sc(-c3ccccc3)nn2c(=O)c1Br,3,-0.4,3,-2,-4,-7,-1
COc1ccccc1-c1nnc2sc(-c3cnccn3)nn12,-2,/,0,2,5,-3,2
O=C(N[C@@H]1CC[C@H](CC(=O)N2CCCCC2)O[C@H]1CO)c1ccc2c(c1)OCO2,13,-0.3,-42,-6,-1,-2,-2
CCC(NC(=O)c1ccccc1NC(=O)c1ccco1)C(=O)NNC(=O)c1ccc(OC)cc1 (configuration not stated),-3,2.0,-6,0,/,/,-1
Cc1cc(C)c(C(=O)Nc2ccc3c(c2)OCCO3)c(C)c1,-15,-0.2,1,-2,6,-5,-2
CCN1CCN(CC#CCOc2ccccc2OC)CC1,1,0.0,1,-4,1,-5,-2
O=C(NCCCN1CCCC1)c1[nH]c(C(F)(F)F)nc1-c1ccccc1,12,?,1,-5,3,1,3
Cc1ccc(NC(=O)C(C)N2CCN(C)CC2)cc1S(=O)(=O)N1CCOCC1 (configuration not stated),2,/,0,0,-8,4,2
NS(=O)(=O)c1cccc(NC(=O)COC(=O)c2cc(-c3ccc(Cl)cc3)nc3ccccc23)c1,0,/,-2,2,/,1,0
O=S(=O)(Nc1ccc(-n2cnnn2)cc1)c1ccc(Cl)s1,14,0.1,-2,-2,/,/,-1
CCOC(=O)C1CCN(Cc2nnc(-c3ccccc3C)o2)CC1,-2,1.2,-2,3,2,-1,3
Cn1c(SCC(=O)Nc2sccc2C(N)=O)nc2ccccc2c1=O,-3,-0.3,-3,0,-6,2,0
Cc1ccccc1-c1cc(=O)c2c(O)cccc2o1,-4,-0.1,-2,-4,-10,9,1
CCc1cccc(NC(=O)Cn2c(=O)c3cccn3c3ccccc32)c1,2,-0.2,-4,-3,5,-2,7
COC(=O)CSC1=C(C#N)C(c2ccc(F)cc2)CC(=O)N1 (configuration not stated),-7,2.8,0,2,7,-1,6
COc1ccc(CCNC(=O)C(CC(C)C)NC(N)=O)cc1 (configuration not stated),2,-1.0,-17,-2,6,-7,-1
COc1ccc2oc(C(=O)Nc3nnc(C)s3)c(C)c2c1,-8,/,1,-2,-4,0,8
CCc1ccc(C(=O)NNC(=O)CCC2CCCCC2)cc1,-4,0.2,-3,-1,2,1,3

# Single entries from the results shown:
# NS(=O)(=O)c1cccc(NC(=O)COC(=O)c2cc(-c3ccc(Cl)cc3)nc3ccccc23)c1 in ERp5 block is entered as 0
# COc1ccc(CCNC(=O)C(CC(C)C)NC(N)=O)cc1 (configuration not stated) in DENV2 CPE is entered as 2

# Next results.
SMILES,DENV2 CPE,E-selectin induc,S100A4 MyoIIA,SIRT5 inh,Statin myotox sup,PglD inh,ERp5 block
CCOC(=O)NC(=O)CSc1cc(C)c2cc(C)cc(C)c2n1,-3,/,7,0,/,/,0
CC12CCC(C)(O1)C1C(=O)N(c3nccs3)C(=O)C12 (configuration not stated),0,-0.1,-7,/,1,-5,0
N#Cc1ccccc1OCC(=O)NC(=O)NCc1ccccc1,-3,/,0,-1,/,/,-5
Cc1ccccc1OCC(=O)Nc1ccc2c(c1)OCO2,-11,/,5,-2,19,6,2
O=C(NCCCCc1ccccc1)C1CCCC1,-3,/,3,-3,-3,5,-5
Cc1cc(C)n2cc(CSCc3ccccc3)nc2n1,/,-1.9,-3,-25,-2,-2,3
Cc1ccc(C)c(S(=O)(=O)N2CCCOC2CNC(=O)C(=O)NCCCN2CCOCC2)c1 (configuration not stated),3,-0.1,1,0,-1,6,-2
Cc1nnc(NC(=O)CS(=O)(=O)Cc2ccccc2)s1,9,0.5,-3,/,/,3,-1
Clc1ccc2c(N/N=C/c3cccc(Br)c3)ccnc2c1,/,0.5,-6,/,/,-3,1
CC1(C)CC(NC(=O)c2ccc(Br)o2)CC(C)(C)N1,?,/,5,-2,7,1,-1
Cc1c(C(=O)N2CCN(C)CC2)oc2ccc(Br)cc12,1,0.1,-6,-2,-6,-9,1
COC(=O)CSc1nc2sc3c(c2c(=O)n1-c1ccccc1)CCN(C)C3,/,/,-11,-17,18,-2,-1
Cc1c(Cl)cccc1NC(=S)N1CCN(S(=O)(=O)c2cccs2)CC1,6,-2.7,-1,-3,/,/,-2
CSc1nnc(N2C(=O)C(O)=C(C(=O)c3ccc(C)o3)C2c2ccc(C)cc2)s1 (configuration not stated),6,/,16,7,7,2,6
CCOC(=O)c1c(-c2ccc(C)cc2)csc1/N=C(\C)C1=C(O)c2ccccc2C1=O,-7,1.8,-4,-1,/,-11,1
CCOC(=O)CNC(=O)CSc1nccn1Cc1ccco1,/,-0.1,12,1,/,/,2
C[C@@H]1CN([C@@H](C)CO)C(=O)c2cc(NC(=O)Nc3ccc(F)cc3)ccc2O[C@@H]1CN(C)Cc1ccncc1,6,-2.8,9,3,-30,61,1
CCN(CC)c1ccc(NC(=O)COc2ccc(C#N)cc2)cc1S(=O)(=O)Nc1ccc(OC)cc1,-9,/,-4,-9,/,/,1
CSc1ncccc1C(=O)Nc1cc(Cl)ccc1N1CCOCC1,-6,/,0,1,0,4,7
COc1ccccc1NC(=O)CCn1c(=O)sc2ccccc21,-5,/,-1,-4,3,2,2
Cc1nc(NC(=O)/C=C/c2ccccc2)sc1C(=O)N1CCCCC1,-6,/,6,2,/,/,3
COCC(=O)N[C@H]1CC[C@H](CC(=O)NCc2ccccc2OC)O[C@H]1CO,-5,0.0,-4,1,9,2,-2
CCc1cccc(CC)c1-n1c(-c2cccnc2)n[nH]c1=S,0,0.2,-1,-3,/,/,4
COCC(=O)Nc1ccc2c(c1)C(=O)N(C)C[C@H](OC)[C@@H](C)CN(C(=O)COC)[C@@H](C)CO2,-6,0.0,0,-2,-14,6,-6
Cc1ccc2cc(CCNC(=O)c3ccc(S(=O)(=O)N4CCCCC4)cc3)c(=O)[nH]c2c1,-1,/,3,-4,/,/,1
Cc1ccc(S(=O)(=O)Nc2ccc3c(c2)C(=O)N([C@@H](C)CO)C[C@H](C)[C@@H](CN(C)C(=O)CCCN(C)C)OCCCC[C@H](C)O3)cc1,-1,/,-1,-4,/,4,-1
COc1ccc(S(=O)(=O)N2CCC3(CC2)CC(=O)c2ccccc2O3)cc1,-10,/,0,2,-2,7,-4
Nc1nnn(CC(=O)N/N=C/c2cccc(Cl)c2)n1,0,/,-4,0,/,3,0
CCn1cc(C(=O)N2CCOCC2)c(=O)c2cc(S(=O)(=O)N(C)C3CCCCC3)ccc21,-3,-0.1,-4,2,1,-3,0
Cc1ccc(N(C(=O)CNC(=O)c2ccco2)C(C(=O)NC2CCCCC2)c2ccncc2)c(C)c1 (configuration not stated),-1,/,3,1,12,2,-1
CC(C)c1ccc(CC(=O)N2CCC2(C)C(=O)Nc2cnc3ccccc3c2)cc1 (configuration not stated),-1,-0.2,-1,-1,-8,1,-9
COCCSc1ccccc1C(=O)Nc1ccc2c(c1)OCCO2,/,2.1,/,/,10,3,/
CCN(CC)C(=O)CCSc1nnc(-c2ccco2)o1,-3,1.2,0,1,/,/,3
O=C1/C(=C\c2ccco2)SC(=S)N1c1ccc(O)cc1,8,/,-19,13,/,/,3
C[C@@H]1CN([C@@H](C)CO)C(=O)c2cc(NS(=O)(=O)c3ccc(Cl)cc3)ccc2O[C@@H](C)CCCCO[C@H]1CN(C)CC1CC1,84*,-0.1,1,2,/,1,1
CC(C)CNC(=O)c1oc2ccccc2c1COc1ccccc1,3,/,1,3,-10,-2,0
O=C1N=C(O)CN1/N=C/c1ccc(-c2ccc([N+](=O)[O-])cc2)o1,-3,0.0,-2,11,3,-3,1
CC1C(=O)N(Cc2cn(Cc3ccco3)nn2)CCS(=O)(=O)N1Cc1ccc(-c2ccc(F)cc2)cc1 (configuration not stated),-6,0.3,-3,6,12,-1,1
Cc1[nH]c(=O)[nH]c(=O)c1S(=O)(=O)N1CCCC(C(=O)N2CCN(c3cccc(C(F)(F)F)c3)CC2)C1 (configuration not stated),4,/,-4,-3,/,/,-1
Cc1nc(-c2ccc(NC(=O)c3ccco3)cc2)cs1,0,-0.1,-15,-1,-122,0,5

# Molecules listed so far containing an aryl thioether with sulfur outside any ring:
SMILES,DENV2 CPE,E-selectin induc,S100A4 MyoIIA,SIRT5 inh,Statin myotox sup,PglD inh,ERp5 block
CCC(=O)Nc1nnc(SCC(=O)Nc2cccc(Cl)c2)s1,7,-0.3,0,-14,12,-1,-11
Cn1c(SCC(=O)Nc2sccc2C(N)=O)nc2ccccc2c1=O,-3,-0.3,-3,0,-6,2,0
CCOC(=O)NC(=O)CSc1cc(C)c2cc(C)cc(C)c2n1,-3,/,7,0,/,/,0
COC(=O)CSc1nc2sc3c(c2c(=O)n1-c1ccccc1)CCN(C)C3,/,/,-11,-17,18,-2,-1
CSc1nnc(N2C(=O)C(O)=C(C(=O)c3ccc(C)o3)C2c2ccc(C)cc2)s1 (configuration not stated),6,/,16,7,7,2,6
CCOC(=O)CNC(=O)CSc1nccn1Cc1ccco1,/,-0.1,12,1,/,/,2
CSc1ncccc1C(=O)Nc1cc(Cl)ccc1N1CCOCC1,-6,/,0,1,0,4,7
COCCSc1ccccc1C(=O)Nc1ccc2c(c1)OCCO2,/,2.1,/,/,10,3,/
CCN(CC)C(=O)CCSc1nnc(-c2ccco2)o1,-3,1.2,0,1,/,/,3

# These rows are one share of the data (hit frequency here may not be typical).
